M. tuberculosis HTS = M. tuberculosis growth inhibition, HTS (AID 449762). M. tuberculosis H37Rv growth inhibition, 7H9 media; higher % means a stronger effect. one-dose inhibition, % at 25 µM; IC50 in µM for titrated hits. 0.59% of 330,000 active; in the data active means a potency from the dose series; inconclusive means inhibition above about 70% without an active follow-up result;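 further: bacterial growth assessed after seven days of incubation; strong numbers were not always called active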
Salmonella PhoP GFP = Inhibition of PhoP regulon, Salmonella typhi GFP reporter cells, confirmation, 4 h (AID 1850) | Salmonella Typhi PhoP-promoter GFP reporter, fluorescence, 4 h; higher % means a stronger effect | inhibition, % at 50 µM; hits with a dose series show IC50 in µM | 0.33% of 310,000 active; in the data active means a potency from the dose series; inconclusive means inhibition mostly from about 25% at the one dose, without a potency; inactive means the rest, 99 in 100 with inhibition below about 19%;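 further: 0% = induced wells with vehicle and 100% = uninduced wells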
inhibitors of VEEV = inhibitors of VEEV TC-83 cytopathic effect, confirmation, Vero cells (AID 588727). Vero cells, VEEV TC-83 cytopathic effect inhibition; higher % means a stronger effect. inhibition, % at 20 µM; hits with a dose series show IC50 in µM. 0.13% of 350,000 active; in the data active means a potency from the dose series; inconclusive means inhibition mostly from about 14% at the one dose, without a potency; inactive means the rest, 99 in 100 with inhibition below about 12%; further: strong numbers were not always called active
H1N1 NS1A inhibition = NS1A inhibition, H1N1 influenza, cell based functional assay (AID 504329). NS1A functional cell-based assay, percent inhibition; higher % means a stronger effect. inhibition, % at 12.5 µM, or IC50 in µM where a hit was titrated. 0.3% of 340,000 active; in the data active means a potency from the dose series; inconclusive means inhibition above about 27% without an active follow-up result; further: strong numbers were not always called active
tuberculosis growth = growth inhibition of non-replicating M. tuberculosis (AID 488890). Mycobacterium tuberculosis non-replicating, growth inhibition; higher % means a stronger effect. 0.39% of 320,000 active. inhibition, % at 25 µM; hits with a dose series show IC50 in µM; in the data active means a potency from the dose series; inconclusive means inhibition mostly from about 82% at the one dose, without a potency; inactive means the rest, 99 in 100 with inhibition below about 76%;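 further: plate controls were DMSO cells for no effect and high antibiotic wells for full effect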
inhibitors of VEEV 10K pilot screen = recorded beside inhibitors of VEEV, whose call it bears; inhibition, %; measured here: 10K pilot screen inhibition
Starred values were filed as active, the others as inactive; i = inactive; u = inconclusive; x = no result given; & = joins results of further samples; ! = not active in a repeat.

SMILES	M. tuberculosis HTS	Salmonella PhoP GFP	inhibitors of VEEV	H1N1 NS1A inhibition	tuberculosis growth	others
O=C(NC1CCCc2ccccc21)C1CCN(S(=O)(=O)c2cccc(C(F)(F)F)c2)CC1 (configuration not stated)	12%	-7%	0.0%	-6%	2%
CSc1nnc(OC(=O)N(C)C)n1-c1ccc(Cl)cc1	0%	10%	i	13%	-10%
Cc1cccc(C(=O)OCC(=O)Nc2sc3c(c2C#N)CCC3)c1	2%	-5%	i	23%	0%
Cc1sc2c(=O)n3c(nc2c1C(=O)NC1CCCCC1)CCCCC3	4%	-9%	6.2%	-3%	23%
O=C(CN1C(=O)COc2ccccc21)NCCC1=CCCCC1	1%	-11%	0.1%	0%	11%
Cc1ccccc1Nc1nnc(SCc2cc([N+](=O)[O-])cc3c2OCOC3)s1	-9%	-8%	i	18%	35%
CC(=O)N/C(=C\c1ccc(C)o1)C(=O)NCc1ccccc1	-3%	-1%	3.4%	-2%	-7%
CCCCOc1ccc(C(=O)NN2CCN(C)CC2)cc1	-4%	-9%	0.2%	1%	-22%
OC1C2CN3CN(C2)CC1(c1ccccc1)C3 (configuration not stated)	x	x	u	-29%	x
CC(=NNC(=O)c1cccc(S(=O)(=O)N2CCOCC2)c1)c1ccccc1	4%	x	0.7%	-2%	15%
C/C=C(\C)CN1CCC(Oc2cccc(C(=O)NCc3ccccn3)c2)CC1	1%	-14%	0.2%	-4%	-4%
CCCc1cc(=O)oc2cc(C)cc(OCC(=O)NCCCN3CCOCC3)c12	3%	-1%	1.4%	-1%	-1%
CC1(C)N([O-])C(c2cccs2)=C[N+]1=O	-4%	4%	0.3%	-1%	11%
O=C(Nc1ccc(-n2cccc2)cc1)C1CC1	1.8µM*	7%	2.4%	1%	68%
O=P(N1CCCCCC1)(N1CCCCCC1)N1CC1	x	x	5.5%	-13%	x
CCC/C(=C1/c2ccccc2C(=O)N1c1ccccc1)c1ccc(O[C@@H]2CCCCO2)cc1	11%	x	0.1%	-2%	x
Cc1ccccc1CN1CCN(Cc2cc3ccccc3o2)CC1CCO (configuration not stated)	7%	-4%	3.0%	-2%	28%
N#C/C(=C\c1c(Cl)cccc1Cl)c1nc2ccccc2o1	11%	-10%	0.6%	3%	18%
CN(CC1CCOCC1)C(=O)CC1C(=O)NCCN1Cc1ccc(-c2ccccc2)cc1 (configuration not stated)	2%	6%	0.2%	-2%	15%
O=[N+]([O-])c1ccc(NCCNCCOc2nonc2-c2ccccc2)c([N+](=O)[O-])c1	12%	-27%	4.2%	8%	25%
CCCNC(=O)C(=O)Nc1cc2c3c(c1)CCC(=O)N3CCC2	9%	-19%	2.8%	-2%	-2%
CCN(CC)CCCNC(=S)N(Cc1cccnc1)Cc1cc2cccc(C)c2[nH]c1=O	-5%	5%	0.7%	3%	-15%
CNc1nc(Nc2ccc([N+](=O)[O-])cc2)nc(OCC(F)(F)F)n1	2%	2%	0.5%	2%	0%
CN(C)C(=S)N=c1ssc(=S)n1Cc1cccnc1	x	x	6.1%	-25%	x
CC(C)(C)c1ccc(NNC(=O)C2CCC2)cc1	6%	-13%	1.9%	3%	23%

Arranged by number of heavy atoms (falling): five of the compounds above.
SMILES	M. tuberculosis HTS	Salmonella PhoP GFP	inhibitors of VEEV	H1N1 NS1A inhibition	tuberculosis growth	others
CCN(CC)CCCNC(=S)N(Cc1cccnc1)Cc1cc2cccc(C)c2[nH]c1=O	-5%	5%	0.7%	3%	-15%
Cc1ccccc1CN1CCN(Cc2cc3ccccc3o2)CC1CCO (configuration not stated)	7%	-4%	3.0%	-2%	28%
CCCNC(=O)C(=O)Nc1cc2c3c(c1)CCC(=O)N3CCC2	9%	-19%	2.8%	-2%	-2%
O=P(N1CCCCCC1)(N1CCCCCC1)N1CC1	x	x	5.5%	-13%	x
O=C(Nc1ccc(-n2cccc2)cc1)C1CC1	1.8µM*	7%	2.4%	1%	68%

The listing continues.
SMILES	M. tuberculosis HTS	Salmonella PhoP GFP	inhibitors of VEEV	H1N1 NS1A inhibition	tuberculosis growth	others
COC(=O)c1cnn2c(C(F)(F)F)cc(-c3ccco3)nc12	3%	1%	0.4%	0%	-11%
CCC(C)(C)n1nnnc1C(c1ccc2ncccc2c1)N1CCN(Cc2ccc3c(c2)OCO3)CC1 (configuration not stated)	34%	3%	i	4%	16%
CCOc1ccc(NC(=O)CSC2=C(C#N)C(c3ccc4c(c3)OCO4)CC(=O)N2)cc1 (configuration not stated)	u	0%	0.4%	4%	16%
O=S(=O)(Nc1ccc(-c2csc(-c3ccccc3)n2)cc1)c1ccc(F)cc1	-1%	4%	0.5%	-28%	-14%
N#CCC1c2ccccc2CCN1C(=O)Nc1cccc(C(F)(F)F)c1 (configuration not stated)	4%	-12%	0.8%	1%	40%
CC(C)(C)NS(=O)(=O)c1ccc(CCC(=O)NCc2ccc3c(c2)OCO3)cc1	2%	-8%	i	2%	6%
COc1ccc(-c2nc3ccccc3c(=O)[nH]2)cc1	9%	3%	1.1%	-6%	24%
COc1ccc(-c2nnc(SCC(=O)NC(C)C)n2CC2CCCO2)cc1OC (configuration not stated)	-1%	0%	0.8%	11%	-4%
CN(C)c1ccnc2c[cH-]cc12.[Fe].c1ccc(-[c-]2[c-](-c3ccccc3)[c-](-c3ccccc3)[c-](-c3ccccc3)[c-]2-c2ccccc2)cc1 (configuration not stated)	14µM*!	15%&-8%	2.8%&0.7%	9.3µM*!	u
CC(=C\C(=O)O)/C(=C/c1ccccc1)C(=O)O	4%	-2%	0.9%	11%	-2%
COC(=O)c1ccc(CN2CCC(Oc3ccc(C(=O)N4CCCCC4)cc3)CC2)cc1	-3%	-2%	3.0%	-4%	33%
COc1cc(NC(=S)Nc2cccnc2)cc(OC)c1OC	2%	2%	1.0%	3%	20%
CCOC(=O)CN1NC2(CCCC(C)C2)NC1=S (configuration not stated)	3%	-5%	8.4%	2%	i
Cc1ccc(S(=O)(=O)N(C)C)cc1NC(=S)NC(=O)C12CC3CC(CC(C3)C1)C2	-5%	2%	0.6%	1%	8%
CC(C)[C@H](CO)N(Cc1cccc(F)c1)c1nc(Nc2cccc(Cl)c2)c2ncn(C(C)C)c2n1	23µM*	-28%	0.5%	-4%	38%
CC(Sc1nnc2ccccn12)C(=O)Nc1ccc2c(c1)OCO2 (configuration not stated)	1%	8%	0.9%	5%	0%
COc1cc(CC(=O)OCC(=O)NCc2ccco2)cc(OC)c1OC	-4%	x	0.8%	-8%	23%
CCOc1ccc(-c2ccc3nnc(SCC(=O)NCC4CCCO4)n3n2)cc1 (configuration not stated)	-7%	1%	1.6%	-11%	-4%
O=C(NC1CC2CCCC(C1)N2C(=S)Nc1ccc(Cl)cc1)C1CC1 (configuration not stated)	0%	9%	0.8%	2%	-7%
CCCOc1cccc(C(=O)O)c1	3%	-7%	1.9%	-1%	6%
Fc1ccc(/C=N/N2CCOCC2)c(F)c1	3%	-2%	1.6%	12%	1%
COc1ccc(C2C3=C(CC(C)(C)CC3=O)Nc3c2c(=O)[nH]c2nc(C)nn32)cc1 (configuration not stated)	5%	-5%	2.6%	-4%	10%
CCOC(=O)c1ccccc1NC(=O)COC(=O)CN1C(=O)NC2(CCCC2)C1=O	8%	6%	0.5%	5%	12%
Cc1c(Cl)ccc(S(=O)(=O)NCCCn2ccnc2)c1Cl	9%	-9%	i	-12%	24%
O=C(Nc1ccc2ccccc2c1)c1cc(F)c(F)cc1Cl	-4%	-2%	0.9%	0%	27%
SMILES	M. tuberculosis HTS	Salmonella PhoP GFP	inhibitors of VEEV	H1N1 NS1A inhibition	tuberculosis growth	others
Cc1cccc(-n2c(C)nc3cc(C(=O)N4CCOCC4)ccc32)c1	2%	1%	0.8%	10%	12%
O=C(CSc1ccc(Cl)cc1)N/N=C/c1cccnc1	-12%	14%	4.3%	7%	23%
CC(=O)c1ccc(NC(=O)COC(=O)CCC2CCCC2)cc1	1%	x	2.1%	-23%	69%
CCOC(=O)N1CCC(n2c(SCC(=O)OCc3ccccc3)nc3ccsc3c2=O)CC1	27µM*	-2%	1.4%	21%	69%
CCOc1ccccc1-n1c(SCC(N)=O)nnc1-c1cccnc1	-5%	7%	3.3%	-18%	1%
CCOC(=O)N1CCN(C(c2ccc(C(C)C)cc2)c2sc3nc(C)nn3c2O)CC1 (configuration not stated)	-3%	2%	2.1%	6%	4%
O=C(O)c1ccc(NC(=O)C2CCCCC2)cc1	-7%	1%	i	-22%	3%
CCCNc1nc(Cl)nc(NCc2cccnc2)n1	-5%	-2%	1.4%	1%	22%
O=C(C1CC(c2ccc(F)cc2)=NO1)N1CCc2ccccc2C1 (configuration not stated)	-11%	-1%	0.5%	11%	3%
Cc1nc2ccc(S(=O)(=O)NCC(=O)NCCN3CCCCC3C)cc2s1 (configuration not stated)	0%	1%	i	1%	-1%
CSc1ccc(NC(=O)NCCCN2CCC(Cc3ccccc3)CC2)cc1	8%	-1%	5.9%	4%	u
COc1cc(S(=O)(=O)NCCCN2CCOCC2)ccc1-n1cnnn1	5%	-15%	0.3%	-11%	-3%
COCC(=O)NC1CCN(C(=O)Nc2ccc(Br)cc2)CC1	2%	2%	0.6%	-5%	2%
CC(=O)N1CCN(C(=O)c2cc3ccccc3o2)CC1	21%	4%	0.7%	3%	3%
COCCn1c(C)cc(/C=C2/SC(=O)N(CC(=O)N3CCCC3)C2=O)c1C	-7%	-1%	2.7%	0%	13%
COc1ccccc1NC(=S)N(CCCN1CCOCC1)Cc1ccccn1	10%	-9%	0.3%	-8%	-27%	inhibitors of VEEV 10K pilot screen=0.5
NC(=O)C1CCN(C(=O)COc2ccc3ccc(=O)oc3c2)CC1	-9%	-5%	0.3%	9%	1%
CSCCC(NC(=O)c1ccc(Cl)cc1Cl)C(=O)OC1CCCCC1=O (configuration not stated)	-1%	-6%	1.2%	-7%	-24%
O=C(N/C(=C/c1ccc(Br)cc1)C(=O)N1CCCCC1)c1ccccc1F	5%	-5%	6.0%	-3%	9%
O=C(O)c1ccccc1NCc1ccncc1	0%	-3%	0.2%	-3%	5%
CC(C)N1CCC(=NNc2ccc([N+](=O)[O-])cc2S(=O)(=O)N2CCOCC2)CC1	-5%	0%	i	3%	-19%
Cc1ccc2oc(-c3cccc(NC(=O)/C=C/c4cccc([N+](=O)[O-])c4)c3C)nc2c1	2%	1%	2.4%	4%	31%
Cc1ccccc1S(=O)(=O)/N=C(/Nc1nc2ccccc2s1)c1ccccc1	-4%	x	8.1%	4%	1%
CCOc1ccc(C(=O)Nc2cc(C)on2)cc1OCC	-6%	5%	3.5%	-2%	-2%
Cc1cc(C)cc(Nc2ncnc3nc[nH]c23)c1	-4%	1%	2.9%	12%	2%
SMILES	M. tuberculosis HTS	Salmonella PhoP GFP	inhibitors of VEEV	H1N1 NS1A inhibition	tuberculosis growth	others
CC(Oc1ccccc1F)C(=O)NNC(=O)Cc1ccc(S(=O)(=O)N2CCOCC2)s1 (configuration not stated)	x	x	3.6%	-9%	x
Cc1nc2c(c(=O)c3ccccc3n2C)c(=O)n1C1CCCCCC1	-2%	7%	2.5%	-1%	23%
CCOC(=O)c1ccc(NC(=O)CSc2nc(=O)n3cccc(C)c3n2)cc1	-3%	2%	4.3%	-6%	-2%
COC(=O)[C@H](CCSC)NC(=O)NCc1ccccn1	-1%	-6%	3.9%	6%	-4%
O=C(OCN1C(=O)c2ccccc2C1=O)c1cccs1	-3%	-22%	0.6%	-8%	-3%
N#Cc1c(C(F)(F)F)cc(C2CC2)[nH]c1=O	0%	0%	2.2%	0%	-3%
CN(C)N1C(=O)C2C3C=CC(O3)C2C1=O (configuration not stated)	x	x	1.1%	-7%	x
COc1ccc2c(C(=O)c3ccc(Cl)cc3)n(CCCC(N)=O)[n+]([O-])c2c1	11%	-22%	0.7%	15%	10%
CCOC(=O)c1c(C(C#N)C#N)cc(C)nc1C	-9%	-7%	0.7%	6%	5%
CCCCSc1nc(C)cc(C)c1S(=O)(=O)c1ccccc1C	10%	9%	3.4%	1%	24%
O=C1NC(=O)N(c2ccccc2F)C(=O)/C1=C/c1ccc(Sc2nc3ccccc3[nH]2)o1	-8%	-1%	0.5%	>100µM*	1%
CCn1cc(Br)c(C(=O)N(C)Cc2ccccc2)n1	0%	-9%	i	-2%	-3%

Structural class, those above with bromine
SMILES	M. tuberculosis HTS	Salmonella PhoP GFP	inhibitors of VEEV	H1N1 NS1A inhibition	tuberculosis growth	others
COCC(=O)NC1CCN(C(=O)Nc2ccc(Br)cc2)CC1	2%	2%	0.6%	-5%	2%
O=C(N/C(=C/c1ccc(Br)cc1)C(=O)N1CCCCC1)c1ccccc1F	5%	-5%	6.0%	-3%	9%
CCn1cc(Br)c(C(=O)N(C)Cc2ccccc2)n1	0%	-9%	i	-2%	-3%

Compound activity: PubChem BioAssay, Southern Research Specialized Biocontainment Screening Center
